EBV gp42 inh: Epstein-Barr virus gp42 inhibitors, primary screen, biochemical, uHTS, fluorescence polarization; Fluorescence polarization binding assay, mP read-out; 220,000 compounds, 0.42% hits; AID 1085, 2008; Glycoprotein 42 (Epstein-Barr virus (strain AG876)), Q1HVG2; inhibition, % (tested at 21.74 µM); in the data active means inhibition above about 50%
Thrombin inh: human alpha-thrombin inhibitors, primary screen, counter-screen for coagulation protease inhibitor project, biochemical, 1536-well, fluorogenic AMC substrate. Boc-VPR-AMC fluorogenic substrate cleavage. AID 1046, 2008. inhibition, % at 5 µM. Prothrombin (Homo sapiens), P00734. 220,000 compounds, 0.26% hits;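 active means inhibition at or above 40%; inactive means inhibition below 40%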;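 further: 0% = enzyme with no compound and 100% = wells without enzyme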
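Test system: human alpha-thrombin; medium: pH 7.5 Tris-saline with Tween 20; times: reaction at room temperature; signal: AMC fluorescence at 355 nm excitation and 460 nm emission; also added: Boc-VPR-AMC substrate, 15 µM final; dosing: one concentration per compound, 5 µM, with 0.2% DMSO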
Furin inh: human furin inhibitors, primary screen, biochemical, fluorescence intensity. AID 463115, 2010. inhibition, % at 30 µM. purified furin, fluorogenic substrate cleavage. P09958. 220,000 compounds, 0.061% hits; in the data active means inhibition above about 25%; further: inactives centre near -15
14-3-3 Bad inh: inhibitors of 14-3-3 zeta/Bad binding, primary screen, biochemical, TR-FRET, bovine 14-3-3 zeta | TR-FRET 14-3-3zeta/Dy647-pBad peptide displacement, 1 h | 220,000 compounds, 0.71% hits | 14-3-3 protein zeta/delta (Bos taurus), P63103 | inhibition, % at 21.7 µM;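 active means inhibition above about 70%, limit read from the data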;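 further: 0% = full 14-3-3 plus peptide FRET controls and 100% = background without 14-3-3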
Cl transport mod: KCC2 cotransporter modulators, thallium flux, primary screen, cell-based, HEK293 KCC2, FluoZin-2 fluorescence, MLSMR; 190,000 compounds, 2.2% hits; B-score of Tl+ flux slope (higher = more flux/activation; lower = inhibition) at 10 µM; KCC2 cells, thallium flux FluoZin-2 fluorescence; Solute carrier family 12 member 5 (Homo sapiens), Q9H2X9;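 active means thallium flux slope and its plate-corrected score both differing from the plate sample mean at a set confidence after two filtering rounds, in either direction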;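 further: slope of fluorescence scaled to starting intensity during 10 to 20 s after thallium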
Target sequence (Q9H2X9 whole entry, looked up): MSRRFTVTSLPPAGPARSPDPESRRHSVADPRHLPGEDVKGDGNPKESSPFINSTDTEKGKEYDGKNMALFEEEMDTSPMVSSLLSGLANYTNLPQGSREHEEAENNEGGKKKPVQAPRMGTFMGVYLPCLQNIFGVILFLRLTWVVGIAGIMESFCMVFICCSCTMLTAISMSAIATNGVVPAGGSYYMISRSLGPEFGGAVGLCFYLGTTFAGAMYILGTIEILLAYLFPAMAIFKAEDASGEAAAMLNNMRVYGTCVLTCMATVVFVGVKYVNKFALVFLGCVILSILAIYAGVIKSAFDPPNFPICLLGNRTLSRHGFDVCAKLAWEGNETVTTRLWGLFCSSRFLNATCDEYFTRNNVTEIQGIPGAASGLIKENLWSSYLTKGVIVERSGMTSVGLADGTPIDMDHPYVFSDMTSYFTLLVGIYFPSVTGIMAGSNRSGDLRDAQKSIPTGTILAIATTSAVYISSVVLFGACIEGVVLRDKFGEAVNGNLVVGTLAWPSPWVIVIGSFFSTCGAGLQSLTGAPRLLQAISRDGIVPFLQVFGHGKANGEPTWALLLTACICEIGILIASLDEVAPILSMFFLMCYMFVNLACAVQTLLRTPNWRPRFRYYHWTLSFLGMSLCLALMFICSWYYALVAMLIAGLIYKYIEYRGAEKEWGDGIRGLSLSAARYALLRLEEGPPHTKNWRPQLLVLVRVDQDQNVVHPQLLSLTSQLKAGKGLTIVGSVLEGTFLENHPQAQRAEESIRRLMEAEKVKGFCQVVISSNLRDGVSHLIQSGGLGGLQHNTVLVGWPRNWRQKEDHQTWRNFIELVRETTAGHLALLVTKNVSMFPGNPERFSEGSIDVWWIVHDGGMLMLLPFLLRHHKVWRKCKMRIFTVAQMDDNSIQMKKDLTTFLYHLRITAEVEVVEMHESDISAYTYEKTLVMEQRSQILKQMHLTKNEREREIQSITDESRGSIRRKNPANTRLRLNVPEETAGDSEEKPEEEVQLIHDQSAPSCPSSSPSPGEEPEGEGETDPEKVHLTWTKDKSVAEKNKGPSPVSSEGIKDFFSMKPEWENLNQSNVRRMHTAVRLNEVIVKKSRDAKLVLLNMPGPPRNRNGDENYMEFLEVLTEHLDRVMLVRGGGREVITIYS
eIF4E-4G inh: eIF4E–eIF4G protein interaction inhibitors, primary screen, biochemical, uHTS, TR-FRET, eIF4GI fragment; Eukaryotic translation initiation factor 4E (Mus musculus) + Eukaryotic translation …; TR-FRET eIF4E-eIF4GI(517-606) binding, 2 h; 220,000 compounds, 0.37% hits; inhibition, % at 21.7 µM;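 further: 0% = full FRET control wells and 100% = background wells lacking eIF4GI fragment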
Rad51 HR inh: human RAD51 strand exchange inhibitors, primary screen, biochemical, fluorescence. DNA repair protein RAD51 homolog 1 (Homo sapiens), Q06609. hRad51 DNA strand exchange, fluorescence dequenching. inhibition, % at 10 µM. 200,000 compounds, 0.085% hits. AID 1385, 2008;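 active means inhibition above 40% at the single screening dose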;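 further: 0% = DMSO control wells and 100% = blanks with heterologous ssDNA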
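material = hRad51 filaments on single-stranded DNA | reagent = Donor/quencher-labelled 47-bp dsDNA substrate | compound = 10 µM final, single point | schedule = strand-exchange reaction 15 min at room temperature | measured by = fluorescein emission 520 nm, excitation 485 nm | read-out basis = % inhibition versus plate control and blank means | benchmarks = plate controls and plate blanks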
hK5 inh: human KLK5 protease inhibitors, primary screen, biochemical, 1536-well; AID 873, 2007; recombinant hK5, fluorogenic AMC substrate cleavage; Kallikrein-5 (Homo sapiens), Q9Y337; 210,000 compounds, 0.59% hits; inhibition, % at 5 µM;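 active means inhibition of 40% or more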;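 further: 0% = enzyme controls without compound and 100% = no-enzyme blanks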
NCF1 inh: p47phox/p22phox peptide binding inhibitors, primary screen, biochemical, uHTS, NADPH oxidase regulatory subunit | Neutrophil cytosol factor 1 (Homo sapiens), P14598 | AID 1274, 2008 | inhibition, % at 24.7 µM | fluorescence polarization, 2 h | 220,000 compounds, 0.53% hits;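 further: 0% = p47phox with labelled peptide and 100% = labelled peptide alone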
Starred values were filed as active, the others as inactive; i = inactive; / = no result given; + = active, no number; [ ] = another dose, or the depositor's remark.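 How the source made its calls, unless noted: active means inhibition above about 30% (limit read from the data); inactive means the rest.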

SMILES	EBV gp42 inh	Thrombin inh	Furin inh	14-3-3 Bad inh	Cl transport mod	eIF4E-4G inh	Rad51 HR inh	hK5 inh	NCF1 inh
CC(=O)C1C(c2ccco2)c2c(noc2C)CC1(C)O (stereo unspecified)	0	5	-21[20 µM]	-11	0.23	4	-1	3	-5
CCO/C(C)=C1\C(=O)N(CC)c2ccccc21	-13	-7	-12	-13	-0.041	-4	7	-4	-7
CC(C)c1ccc(NC2(C#N)C(=O)Nc3ccccc32)cc1 (stereo unspecified)	-10	2	-9[20 µM]	18[fluorescence artefact?]	-0.053	-5	/	-1	-10
CC(=O)Nc1nc2ccccc2n1Cc1ccc(Cl)cc1	-14	-7	-15	3	0.61	-3	24	-3	-6
CC(=O)Nc1ccc(NC(=O)Cn2c(CC(=O)N3CCCC3)nc3ccccc32)cc1	-19	1	-20	-4	-0.65	3	-2	6	-1
Cc1c(Cl)cccc1NC(=O)COC(=O)CCc1nc2ccccc2n1-c1ccccc1	-10	-10	-21	-2	-0.73	3	-4	-5	-7
CN(C)CCCOc1ccc(Cl)cc1Br	-12	2	-15	7	1	3	4	9	-10
CCOC(=O)c1c(/N=C/c2cc(C)ccc2O)sc2c1CCN(C)C2	0	4	-13	-10	-0.29	6	35	0	-5
CCCCNC(=O)CSc1nc2ccc(Nc3nc(N4CCOCC4)nc(N4CCOCC4)n3)cc2s1	-9	0	-26	3	-2.4	8	6	4	-4
CCN(CC)CCN1C(=O)c2oc3ccccc3c(=O)c2C1c1ccc(C)cc1 (stereo unspecified)	-28	2	-4	0	/	-4	4	-3	-14
COc1cc(NC2=CC(=O)CC(C)(C)C2)cc(OC)c1	-32	-5	-9	6	0.032	-5	-1	0	-15
Cc1cccc(NC(=O)Cn2c(=O)n(Cc3ccccc3)c(=O)c3c(C)c(C)sc32)c1	-3	-5	-22	-10	-0.082	12	6	-17	-6
O=C(CNC(=O)c1ccc(Cl)cc1Cl)NCCCn1ccnc1	-6	-5	-8[20 µM]	5	-0.13	-4	8	1	10
CC1CCCN(S(=O)(=O)c2ccc(C(=O)Nc3nnc(-c4ccncc4)o3)cc2)C1 (stereo unspecified)	-2	3	-19	-14	-0.017	-2	7	-14	0
CCOC(=O)Cn1c(=O)c(C#N)cn(C(C)C)c1=O	-13	-5	-15	-9	/	3	7	-3	-16
COc1ccc2c(c1OC)C(=O)OC2Nc1ncccc1C (stereo unspecified)	-3	-1	-23[20 µM]	12	-0.09	1	0	-4	2
O=C(N[C@H](C(=O)O)c1ccccc1)C1CCC(Cn2cnc3ccccc3c2=O)CC1 (stereo partly specified)	-1	-8	-15	2	1.3	-8	/	-2	-2
O=C(Nc1nnc(CCc2ccccc2)s1)C1CCCO1 (stereo unspecified)	3	-4	-16[20 µM]	2	0.39	1	0	-9	-2
Cc1nn(Cc2ccc(Cl)c(Cl)c2)c(C)c1NC(=O)c1cc(CC(C)C)on1	6	5	-13	4	-0.067	1	1	2	-6
O=c1c(O)c(-c2cccs2)oc2ccccc12	16	8	-4[20 µM]	6[fluorescence artefact?]	i	-14[fluorescence artefact?]	-316	-17	-14
CC(NC(=O)CCC1COc2ccccc2O1)c1ccccc1 (stereo unspecified)	-6	-8	-6[20 µM]	0	/	1	-3	-3	-1
CC(=O)N1CCc2cc(S(=O)(=O)CCC(=O)O)ccc21	0	-5	-15	-5	/	5	/	1	8
COC(=O)c1ccc(-n2c(C)cc(C(=O)CSc3ccc(NC(C)=O)cc3)c2C)cc1	-8	-3	-19	-11[fluorescence artefact?]	-1.8	5	2	-8	-9
Cn1nnc(NCc2cc(Br)ccc2OCc2cccs2)n1	-8	-1	-7[20 µM]	-3	/	-19	12	-11	-16
N#Cc1cc(C(=O)c2ccccc2O)cn(-c2nccs2)c1=O	51*	-3	1	5[fluorescence artefact?]	i	-2	/	-7	-42

(list continues)
SMILES	EBV gp42 inh	Thrombin inh	Furin inh	14-3-3 Bad inh	Cl transport mod	eIF4E-4G inh	Rad51 HR inh	hK5 inh	NCF1 inh
COc1ccc(N2CC(C)Cn3c2nc2c3c(=O)n(Cc3ccccc3)c(=O)n2C)c(OC)c1 (stereo unspecified)	-20	-10	-13	-10	-1	-1	-2	-8	-9
C=CCOC(=O)C1=C(C)NC(C)=C(C(=O)OCC=C)C1/C=C/c1ccccc1	9	-4	-6[20 µM]	4	-0.25	6	-5	-2	0
CCCCCCC#Cc1ccc2c(c1)COc1c3ccccc3nn1-2	-6	1	-27	0	0.32	-2	4	2	4
Cc1nnc(SCC(=O)N(CC(C)C)c2c(N)n(CC(C)C)c(=O)[nH]c2=O)n1-c1ccccc1	-20	0	-21	14	-0.47	0	-5	-5	-16
N#CCC(=O)N/N=C/c1coc2ccccc2c1=O	0	-4	-9	-1	-2.9	1	9	-1	-10
CCOC(=O)C1CCCN(C(=O)Nc2c(-c3ccccc3)noc2C)C1 (stereo unspecified)	-4	-4	-15	-1	1	-6	0	4	11
CCOC(=O)C1CCN(C(=O)c2cc(OCC)c(OCC)c(OCC)c2)CC1	-6	-1	-17[20 µM]	7	1.8	5	/	-8	-10
CCOc1ccccc1N(CC(=O)NC1CCCC1)C(=O)CCCC(=O)Nc1ccccn1	-19	-6	-12[20 µM]	6[fluorescence artefact?]	-0.65	2[fluorescence artefact?]	-1	8	-7
Cn1nc(C(F)(F)F)c(C#N)c1N1CCN(c2ccc(F)cc2)CC1	-3	-3	-18[20 µM]	-16	-0.78	10	-2	-9	-6
O=C(Nn1cnc2ccccc2c1=O)c1ccc(F)cc1Cl	-27	-6	-18	-3	0.41	-5[fluorescence artefact?]	3	-12	-4
CCc1ccc(N2C(=O)Cc3c2nc(N)c(C#N)c3N)cc1	19	-4	-1[20 µM]	3	-0.16	6	2	8	-18
Cc1cc2nnc(SCC(=O)N(C)C3CCS(=O)(=O)C3)n2c2ccccc12 (stereo unspecified)	-6	4	-2	0	0.12	3	3	20	-2
COc1ccc(N2CCN(C(=O)c3ccc(S(=O)(=O)N4CCOCC4)cc3)CC2)cc1	-27	-17	-29	-5[fluorescence artefact?]	0.78	0	-1	-12	-3
COc1ccc(N2CCN(Cc3cc(=O)oc4cc(-c5ccccc5)c(O)cc34)CC2)cc1	-21	4	-19	19[fluorescence artefact?]	/	-20	3	-4	-12
COC(=O)C(CCSC)NC(=O)CNS(=O)(=O)c1ccc(Br)cc1 (stereo unspecified)	-19	7	-1[20 µM]	-3	/	4	-4	-16	-7
CCOC(=O)C(=O)Nc1nc(-c2ccccc2)c(-c2ccccc2)o1	-3	-7	17	-8	0.96	2	17	-4	-13
CC(C)CCC1(CCNC(=O)c2cccs2)CCOC(C)(C)C1 (stereo unspecified)	-6	-3	-15	-2	1	5	/	1	-3
CN(c1ccccc1)S(=O)(=O)c1cccc(NC(=O)C2CC(=O)N(Cc3ccccc3)C2)c1 (stereo unspecified)	-7	-6	-18	6	-0.1	-4	/	-4	+
CCOC(=O)C1CCN(C(=O)C2CC(=O)N(c3ccc(C)cc3)C2)CC1 (stereo unspecified)	3	3	-7[20 µM]	-11[fluorescence artefact?]	/	-1	3	-1	0
CCOc1ccc2c(c1)cc(CN(C(=O)CC)C1CCCCC1)c1nnnn12	-10	8	-19	15	-2.1	1	0	4	2
O=C(Nc1ccc2c(c1)OCO2)N1CCOCC1	-13	-7	-10[20 µM]	-14	/	2	1	-1	-6
COCc1c(Br)c(C)nc(OCC(=O)N/N=C/c2cc(C)n(-c3ccc([N+](=O)[O-])cc3)c2C)c1C#N	-13	2	-3	-7	0.81	5	2	-5	-14
COc1cc(/C=N/NC(=O)c2ccc(Cn3cc([N+](=O)[O-])cn3)o2)cc(Br)c1O	-13	-4	-15	-10	/	1	1	4	-15
CCOC(=O)c1c(CN2CCC(C)CC2)n(C)c2cc(Br)c(OC)cc12	-15	-1	-20	-1	2.6	-1	7	0	-13
COC(=O)c1ccc(/C=N/N2C(C)CCCC2C)cc1 (stereo unspecified)	-5	6	-18	1	0.72	1	-6	-3	1

Next section:
SMILES	EBV gp42 inh	Thrombin inh	Furin inh	14-3-3 Bad inh	Cl transport mod	eIF4E-4G inh	Rad51 HR inh	hK5 inh	NCF1 inh
Cc1ccc(NC(=O)CC2SC3=NCCN3C2=O)cc1 (stereo unspecified)	-1	3	-21[20 µM]	-24[fluorescence artefact?]	0.18	8[fluorescence artefact?]	-6	-7	-5
COc1cccc(C(=O)NCC(=O)OCc2ccc(F)cc2Cl)c1	-14	-2	-21	-9[fluorescence artefact?]	-3	16	8	-14	-14
CCCCCOC(=O)Cc1c(C)nc(-c2ccccc2)[nH]c1=O	1	-2	-17	-12	/	-5	-5	-9	-7
CC(C)(C)c1cc(Cc2ccccc2)[nH]n1	-6	0	-29[20 µM]	17	0.43	-1	-2	-7	-6
CCCC(=O)N1CCN(c2ccc(NC(=S)NC(=O)c3cccc(C)c3)cc2)CC1	-14	1	-14	-7	-0.43	4	17	-19	-3
COc1ccc([N+](=O)[O-])cc1NC(=O)Cn1ccc(C(F)(F)F)n1	4	0	-26	-17	-1.1	-1	3	-19	-2
Cc1ccc(CCNC(=O)C2CC(c3ccccc3C(F)(F)F)=NO2)cc1 (stereo unspecified)	-6	-2	-25	-4	-2.6	-2	2	1	-22
COCc1nnc(NC(=O)c2ccc(S(=O)(=O)N(C)c3ccccc3)cc2)o1	-13	-1	-29	3	0.44	-6	7	-6	0
COc1cccc(/C=C/C(=O)OCC(=O)Nc2ccc(S(=O)(=O)N3CCCC3)cc2)c1	-1	-10	-3	-9[fluorescence artefact?]	1.3	3	0	-23	-12
CCOC(=O)Cn1nnnc1CN(Cc1ccc(OC)cc1)Cc1cc2cc(C)cc(C)c2[nH]c1=O	-21	1	-11[20 µM]	0	0.31	-1	3	0	3
O=C(/C=C/c1cccs1)Nc1ccc(S(=O)(=O)Nc2ncccn2)cc1	-5	-3	-23	3	-0.23	-4	-1	5	2
Cc1csc(NC(=O)CSCC(=O)Nc2ccccc2)n1	-3	-3	-18[20 µM]	3	1.1	2[fluorescence artefact?]	-9	-24	-5

Marked active in NCF1 inh, among the entries above:
canonical_smiles	EBV gp42 inh	Furin inh	14-3-3 Bad inh	Cl transport mod	eIF4E-4G inh	Rad51 HR inh	hK5 inh	NCF1 inh
CN(c1ccccc1)S(=O)(=O)c1cccc(NC(=O)C2CC(=O)N(Cc3ccccc3)C2)c1 (stereo unspecified)	-7	-18	6	-0.1	-4	/	-4	+
